Screens from PubChem.
NCI-60 one-dose screen, 48 h, at 10 µM unless noted. Numbers give growth in % (100 = growth as untreated, 0 = no growth, -100 = all killed).
MCF7: MCF7 breast cancer | actives 6.3% (n = 82,000) | AID 1794796
MDA-MB-468: MDA-MB-468 breast cancer | AID 2202374 | actives 8.5% (n = 78,000)
HS 578T: HS 578T breast cancer; actives 4.1% (n = 78,000); AID 1794788
K-562: K-562 leukemia | actives 7.4% (n = 78,000)
MDA-MB-231: MDA-MB-231 breast cancer; actives 5% (n = 81,000); AID 1794789
BT-549: BT-549 breast cancer. actives 4.4% (n = 78,000)
SR: SR leukemia cells; actives 8.7% (n = 73,000); AID 1794780
T-47D: T-47D breast cancer; actives 5% (n = 79,000); AID 1794792
* = called active by the depositor; x = no result given. Rule for the calls: active = growth percent below 10; inactive = the rest.

SMILES | MCF7 | MDA-MB-468 | HS 578T | K-562 | MDA-MB-231 | BT-549 | SR | T-47D
CC1(C)CC2C3=CCC4[C@@]5(C)CC/C(=N\O)C(C)(C)C5CC[C@@]4(C)[C@]3(C)CC[C@@]2(C(=O)O)[C@H](O)C1 (some centres not stated) | 90.2 | 104.1 | 113.3 | 65.7 | 112.3 | 95.5 | 88.5 | 93.0
Cc1ccc(C2C(C(=O)c3ccco3)=C(O)C(=O)N2CCCN2CCOCC2)o1 (configuration not stated) | 102.5 | x | 107.0 | 76.9 | 95.4 | 111.2 | 71.2 | 108.5
c1ccc2c(c1)CCc1c-2n[nH]c1-c1[nH]nc2c1CCc1ccccc1-2 | 80.5 | 103.7 | 108.8 | 101.9 | 88.3 | 116.2 | 97.7 | 94.2
O=C1NC(=O)/C(=C/c2ccc(C3Oc4ccccc4C4CC(c5ccccc5)=NN43)cc2)S1 (configuration not stated) | 103.4 | 112.0 | 103.9 | 97.8 | 93.3 | 102.2 | 95.9 | 96.0
O=C1OC(c2ccccc2)=CC1(c1ccccc1)c1ccccc1 | 73.4 | 85.2 | 99.7 | 91.8 | 89.4 | 108.9 | 102.6 | 73.8
N#Cc1c(Br)[nH]c2ncnc(N)c12 | 93.7 | 95.8 | 99.3 | 101.0 | 106.3 | 104.0 | 145.7 | 96.8
O=C(Nc1ccccn1)C(O)c1ccccc1 (configuration not stated) | 99.7 | 98.7 | 123.3 | 129.2 | 108.8 | 118.5 | 117.8 | 112.4
Clc1ccc(-c2cnn3cc(-c4ccccc4)cnc23)cc1 | 68.1 | 100.0 | 83.0 | 31.8 | 101.1 | 85.9 | 39.8 | 85.3
O=C(/C=C/c1cccc(F)c1)c1cccc(OCCCOc2cccc(C(=O)/C=C/c3cccc(F)c3)c2)c1 | 10.2 | 75.2 | 93.8 | 21.7 | 81.0 | 72.1 | 6.2* | 69.8
COc1ccccc1N1CCN(c2ncnc3sc4c(c23)CCN(CC(=O)O)C4)CC1 | 93.3 | 99.0 | 101.1 | 89.5 | 115.1 | 104.3 | 100.9 | 116.1
Cn1c(=O)c2nc(CC(O)c3ccccc3)c(=O)[nH]c2n(C)c1=S (configuration not stated) | 94.8 | 102.0 | 105.7 | 105.4 | 103.7 | 108.6 | 118.0 | 99.3
Cc1cc2c(C(C)C)c(O)c(O)c(C=NCCCCC(=O)O)c2c(O)c1-c1c(C)cc2c(C(C)C)c(O)c(O)c(C=NCCCCC(=O)O)c2c1O | 32.8 | 35.4 | 30.9 | 26.4 | 40.0 | 41.6 | x | 53.9
COc1ccc(-c2cc(-c3cc(OC)c(OC)c(OC)c3)c(C#N)c(=O)n2CCCCCC(=O)NO)cc1 | 89.0 | 97.4 | 85.2 | 83.0 | 75.9 | 99.5 | 78.2 | 71.7
CC(C)C[C@@H](C=O)NC(=O)[C@H](Cc1ccccc1)NC(=O)c1cnccn1 | 94.7 | 99.8 | 104.3 | 109.3 | 102.8 | 123.3 | 156.2 | 107.0
COc1ccc(C(=O)/C=C/c2ccc(C)s2)cc1 | 89.3 | 83.9 | 113.5 | 84.9 | 112.5 | 91.4 | 68.6 | 84.2
O=C(O)c1ccc(NC(C(=O)c2ccccc2)c2ccccc2)cc1 (configuration not stated) | 98.5 | 117.5 | 109.8 | 105.5 | 107.8 | x | 91.4 | 93.7
CC(CO)(C(=O)O)C1CCCCC1 (configuration not stated) | 96.0 | 98.5 | 103.5 | 104.8 | 93.1 | 105.1 | 102.3 | 109.1
O=C(/C=C(/C=C/c1ccc(OC(F)(F)F)cc1)OB(F)F)/C=C/c1ccc(OC(F)(F)F)cc1 | 56.3 | 100.8 | 104.4 | 80.7 | 104.2 | 97.6 | 40.7 | 72.9
CCCNc1nc2ccccc2c2c(=O)c3cccc(Cl)c3sc12 | 31.2 | 36.2 | 114.4 | 86.0 | 105.4 | 99.0 | 82.7 | 51.8
CCOC(=O)C(CC)(CC(C)C)C(=O)OCC | 101.7 | 103.9 | 121.5 | 110.3 | 102.6 | 105.0 | 95.5 | x
OCC1OC(n2cnc3c(SCc4ccccc4)nc(NO)nc32)C(O)C1O (configuration not stated) | 97.6 | 98.5 | 99.6 | 100.3 | 90.6 | 89.5 | 107.1 | 101.9
CC(C)C1=C[C@@]23CC[C@H]4[C@](C)(CO)CCC[C@]4(C)[C@H]2C[C@@H]1[C@@H]1[C@H]3[C@@H](OCCCN)CC[C@@H]1OCCCN | 85.7 | 77.7 | 83.4 | 79.8 | 84.1 | 95.4 | 69.7 | 95.9
CCOC(=O)C1(CC)OC12CCCCC2 (configuration not stated) | 96.9 | 103.6 | 95.1 | 110.5 | 94.2 | 104.2 | 100.7 | 96.3
CC(=O)C1=NCC(=O)N(c2ccc(Cl)cc2)N1 | 96.2 | 97.4 | 105.1 | 96.1 | 101.3 | 96.2 | 90.9 | 95.5
CN(C)C(=O)c1cc(-c2ccc3ncnc(NCc4ccccc4)c3c2)cnc1N | 77.5 | 71.9 | 81.8 | 95.9 | 70.0 | 110.6 | 89.3 | 62.0

Part of the list above, tab-delimited:
molecule	MCF7	MDA-MB-468	HS 578T	K-562	MDA-MB-231	BT-549	SR	T-47D
CC(CO)(C(=O)O)C1CCCCC1 (configuration not stated)	96.0	98.5	103.5	104.8	93.1	105.1	102.3	109.1
O=C(/C=C(/C=C/c1ccc(OC(F)(F)F)cc1)OB(F)F)/C=C/c1ccc(OC(F)(F)F)cc1	56.3	100.8	104.4	80.7	104.2	97.6	40.7	72.9
CCCNc1nc2ccccc2c2c(=O)c3cccc(Cl)c3sc12	31.2	36.2	114.4	86.0	105.4	99.0	82.7	51.8
CCOC(=O)C(CC)(CC(C)C)C(=O)OCC	101.7	103.9	121.5	110.3	102.6	105.0	95.5	x
OCC1OC(n2cnc3c(SCc4ccccc4)nc(NO)nc32)C(O)C1O (configuration not stated)	97.6	98.5	99.6	100.3	90.6	89.5	107.1	101.9

Next section
SMILES | MCF7 | MDA-MB-468 | HS 578T | K-562 | MDA-MB-231 | BT-549 | SR | T-47D
Cc1ccc(NC(=O)N=Nc2c(O)[nH]c3ccccc23)cc1 | 84.3 | 82.8 | 91.4 | 100.4 | 87.8 | 92.3 | 92.5 | 92.6
CCOC(=O)c1cc(=O)[nH]c(=S)[nH]1 | 88.4 | 109.2 | 110.5 | 94.8 | 112.0 | 99.9 | 103.1 | 75.9
COc1ccc(/C(C)=N/NC(=O)c2ccc(S(C)(=O)=O)cc2)cc1OC | 92.9 | 95.7 | 100.0 | 69.5 | 103.3 | 96.0 | 97.6 | 82.6
O=C(O)C(Cc1ccccc1)NSc1ccccc1[N+](=O)[O-] (configuration not stated) | 88.3 | 105.3 | 90.8 | 105.0 | 117.0 | 115.3 | 120.7 | 103.6
C/C(=N/NS(=O)(=O)c1ccc(N)cc1)c1cccs1 | 103.2 | 108.1 | 104.0 | 93.6 | 99.4 | 99.4 | 84.3 | 97.2
CCOC(=O)Nc1c(Cl)n(C)c(=O)n(C)c1=O | 97.5 | 95.6 | 91.2 | 110.4 | 97.3 | 104.1 | 89.3 | 95.3
COc1ccc(OC)c(N2C(=N)/C(=C3\Nc4ccccc4S3)CC2=O)c1 | 92.2 | x | 283.5 | 64.0 | 98.9 | 108.0 | 72.5 | 103.8
O=S(=O)(Nc1ccc(Cl)nn1)c1ccc(NC(=S)Nc2ccc(S(=O)(=O)Nc3ccc(Cl)nn3)cc2)cc1 | 103.6 | x | 106.4 | 97.5 | 101.5 | 112.9 | 98.2 | 112.2
O=C(NCCNc1nccc(-c2c(-c3ccc(F)cc3)nc3sccn23)n1)Nc1cccc(C(F)(F)F)c1 | 27.1 | 54.6 | 22.9 | 40.2 | 46.8 | x | 42.3 | 33.0
O=C(N(c1ccccc1)c1ccccc1)N(c1ccccc1)c1ccccc1 | 103.7 | 89.1 | 68.3 | x | 95.1 | 143.2 | x | 70.8
c1ccc(COCCN2CCCCC2)cc1 | 96.6 | 104.4 | 106.5 | 106.9 | 106.8 | x | 94.1 | 99.6
COc1cc([C@H]2OC[C@H]3[C@@H]2CO[C@@H]3c2cc(OC)c(O)c(OC)c2)cc(OC)c1O | 89.3 | 101.9 | 114.4 | 101.0 | 94.5 | 90.0 | 85.7 | 117.8
N#Cc1ccccc1/C=N/NC1=NCCN1S(=O)(=O)c1ccccc1 | 99.8 | 92.7 | 88.9 | 97.9 | 101.6 | 100.1 | 103.0 | 91.0
COc1nc(N)nc2c1ncn2C1OC(CO)CC1O (configuration not stated) | 100.2 | 98.5 | 117.2 | 101.0 | 112.4 | 94.3 | 115.3 | x
CCCCCCCCCCCC(=O)OC(C)C(=O)Nc1ccccc1 (configuration not stated) | 91.7 | 111.3 | 94.3 | 97.7 | 109.4 | 82.0 | 86.1 | 87.9
FC(F)(F)c1cccc(N(c2nc(Cl)nc(Cl)n2)c2nc(Cl)nc(Cl)n2)c1 | 90.5 | 106.4 | 108.4 | 104.2 | 99.4 | 109.4 | 92.7 | 93.9
CN(Cc1cnc2nc(N)nc(N)c2n1)c1c(Cl)cc(C(=O)NC(CCC(=O)O)C(=O)O)cc1Br (configuration not stated) | 17.3 | 35.8 | 90.6 | 36.8 | 49.0 | 59.5 | 39.9 | 51.7
COc1ccc(C2C=C(c3ccc(NCc4nccc(OCC(F)(F)F)c4C)cc3)NC(N)=N2)cc1O (configuration not stated) | 72.1 | 85.7 | 107.0 | 60.2 | 100.6 | 91.3 | 71.5 | 71.3
CC(=O)Cc1ncn(-c2cc(C)on2)n1 | 95.1 | 107.7 | 103.4 | 80.4 | 117.3 | 101.4 | 88.6 | 97.8
Cc1ccc(-c2nc3cc4nc5ccccc5nc4cc3n2CC(=O)NN)cc1 | 100.9 | 123.5 | 118.3 | 85.7 | 109.5 | 101.1 | 89.2 | 103.3
CC1=CSC2=NC3C(NN12)N(C)C(=O)N3C (configuration not stated) | 106.3 | 112.5 | 107.3 | 104.6 | 95.7 | 117.2 | 101.1 | 110.0
CCN(CC)Cc1ccc(-c2nn3c(=O)c(Cl)c(C)nc3s2)cc1 | 88.9 | 106.2 | 100.8 | 104.2 | 101.9 | 109.4 | 109.5 | 86.9
O=C1NC(=O)C(c2ccccc2)(c2ccccc2)N1CN1C=CN(c2cc3ccccc3oc2=O)N1 | 91.4 | 86.1 | 84.5 | 92.4 | 75.9 | 103.6 | 93.1 | 95.2
COc1cc(-c2[nH]ncc2-c2ccncc2)ccc1Cl | 84.8 | 92.6 | 109.2 | 83.0 | 104.0 | 75.2 | x | 92.0
COc1ccc(/C=C/C(=O)c2cccc(OCCCCOc3cccc(C(=O)/C=C/c4ccc(OC)cc4)c3)c2)cc1 | 84.2 | 89.5 | 100.0 | 83.7 | 97.2 | 98.1 | 107.1 | 88.5

A few values from above:
For SR, COc1ccc(OC)c(N2C(=N)/C(=C3\Nc4ccccc4S3)CC2=O)c1 is entered as 72.5
For T-47D, O=S(=O)(Nc1ccc(Cl)nn1)c1ccc(NC(=S)Nc2ccc(S(=O)(=O)Nc3ccc(Cl)nn3)cc2)cc1 is entered as 112.2

Remaining list, next part.
SMILES | MCF7 | MDA-MB-468 | HS 578T | K-562 | MDA-MB-231 | BT-549 | SR | T-47D
CS(=O)(=O)c1ccc(-c2nc3ccccn3c2-c2nc3ccccc3[nH]2)cc1 | 85.9 | 107.8 | 96.9 | 99.2 | 88.7 | 124.1 | 98.6 | 90.9
O=C(Nc1ccc(-n2cc(-c3ccncc3)c(-c3ccc(Cl)c(O)c3)n2)cc1)Nc1cccc(Cl)c1Cl | 82.8 | 108.6 | 102.1 | 82.9 | 95.5 | x | 97.5 | 97.9
N#Cc1c(-c2ccc(Cl)cc2)nc(NN)nc1N1CCOCC1 | 92.0 | 101.2 | 110.1 | 90.8 | 85.5 | 98.4 | 73.1 | 82.6
COc1ccc2c(c1)/C(=C\c1c(-c3ccc(C)cc3)nc3sc(-c4cc(OC)c(OC)c(OC)c4)nn13)C(=O)N2 | 76.8 | 92.2 | 62.0 | 84.1 | 63.7 | 91.2 | 59.9 | 63.5
CCOC(=O)c1c(NC(=O)c2ccc(C(C)(C)C)cc2)sc2cc(OCCN3CCCCC3)ccc12 | 34.8 | 85.8 | 96.5 | 16.0 | 70.1 | 93.0 | 16.5 | 96.9
CCCCNC(=O)NS(=O)(=O)c1ccc(N2N=C(c3ccc(C)cc3C)CC2c2ccccc2Cl)cc1 (configuration not stated) | 63.6 | 78.5 | 113.7 | 74.7 | 94.3 | 85.4 | 77.3 | 66.2
C=CC(=O)N[C@@H](/C=C/C(=O)OCC)Cc1ccc(-c2cc(F)cc(C(N)=O)c2)cc1 | 92.8 | 102.0 | 92.5 | 90.8 | 94.5 | 108.0 | 90.9 | 88.6
O=C1NC(=O)/C(=C/c2ccccc2[N+](=O)[O-])S1 | 71.1 | 95.5 | 90.6 | 102.1 | 72.4 | 94.9 | 81.2 | 96.0
CCCC(O)Cn1ncc(C(=O)OCC)c1NC(=O)NCc1cccc(F)c1 (configuration not stated) | 91.8 | 97.3 | 110.2 | 68.6 | 102.8 | 78.5 | 80.1 | 88.2
Cn1cc(-c2nnc(N)nc2-c2cn(C)c3ccccc23)c2cc(F)ccc21 | 69.4 | 72.9 | 97.5 | 83.3 | 85.5 | 100.6 | 83.9 | 90.9
